NadD inh: inhibitors of S. aureus NadD, primary screen, biochemical, colorimetric, uHTS; hit rate 0.78% among 360,000; inhibition, % at 20 µM; Nicotinate-nucleotide adenylyltransferase NadD (Staphylococcus aureus N315); purified NadD enzyme, colorimetric absorbance read-out; in the data active = inhibition above about 26%; also: some compounds past the cut are filed as inactive
Rpn11 inh: Rpn11 (PSMD14) deubiquitinase inhibitors, primary screen, biochemical, fluorescence polarization, uHTS | 26S proteasome non-ATPase regulatory subunit 14 (Homo sapiens), O00487 | calls only at 20 µM | human 26S proteasome, Ub4-pepOG fluorescence polarization; 20S core pre-blocked with epoxomicin | AID 588493, 2011 | hit rate 0.59% among 360,000;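 active = inhibition at 20 µM, scaled to each plate's controls, above about 33%, limit read from the data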
LMPTP inh: LMPTP phosphatase inhibitors, primary screen, biochemical, fluorescence intensity, uHTS; Low molecular weight phosphotyrosine protein phosphatase (Homo sapiens), P24666; recombinant LMPTP-A, OMFP fluorogenic substrate; inhibition, % at 20 µM; hit rate 0.22% among 360,000; AID 651560, 2012;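 active = compounds that cut the enzyme signal by at least half of the control window in the single-dose screen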;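 also: plate controls were DMSO wells with enzyme plus substrate for no effect and substrate without enzyme for full effect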
Target sequence (P24666 whole entry, looked up): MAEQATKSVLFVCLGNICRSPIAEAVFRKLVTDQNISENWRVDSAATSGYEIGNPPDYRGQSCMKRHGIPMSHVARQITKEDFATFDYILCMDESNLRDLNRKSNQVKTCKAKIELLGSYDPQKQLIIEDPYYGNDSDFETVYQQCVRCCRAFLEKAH
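Assay system: LMPTP-A phosphatase enzyme | Input: 0.625 nM enzyme | Also added: Fluorogenic phosphatase substrate OMFP at 400 µM final | Compound dosing: One test concentration per compound, 20 µM, with 3% DMSO overall | Schedule: 50 min enzyme reaction at room temperature, protected from light | Signal: Fluorescence intensity | Benchmarks: no-enzyme and uninhibited controls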
Tb MetRS inh: T. brucei MetRS inhibitors, primary screen, biochemical, luminescence. methionyl-tRNA synthetase (Trypanosoma brucei brucei). purified T. brucei MetRS, ATP depletion, Kinase-Glo luminescence. inhibition, % at 11.9 µM. hit rate 0.4% among 360,000;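 active = inhibition above a per-plate cutoff of the control wells' mean inhibition plus 3 SD, cut at about 5.5% in these data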;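 also: 0% = DMSO wells median and 100% = median of wells with control inhibitor compound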
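Assay system: T. brucei methionyl-tRNA synthetase, purified | Medium: HEPES buffer with MgCl2, KCl, DTT, spermine, BSA, pyrophosphatase | Compound: 11.9 µM single point | Incubation: 15 min enzyme-compound preincubation, 2 h reaction, 10 min detection, 25 °C | Measured by: Kinase-Glo luciferase luminescence reporting remaining unconsumed ATP | Measure: % inhibition normalized to control-well medians | Replication: Singlicate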
CSN deneddyl inh: inhibitors of CSN-mediated cullin deneddylation, primary screen, biochemical, fluorescence polarization, uHTS. Purified CSN, SCF-Nedd8-OG deneddylation. COP9 signalosome complex subunit 5 (Homo sapiens), Q92905. AID 651999, 2013. hit rate 0.38% among 360,000. inhibition, % at 12.5 µM;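 active = pattern-corrected inhibition above about 35%, with an unprinted fluorescence ratio check between 0.5 and 1.5, limit read from the data, passing the limit was not always enough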;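 also: 0% = enzyme with substrate and 100% = substrate without enzyme; some results filed as inactive read as strong as hits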
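Test system: Human Csn5 produced in HEK293T cells | Compound: 12.5 µM single point | Times: 90 min, room temperature | Signal: Fluorescence polarization readout | Read-out basis: % inhibition of substrate cleavage by Csn5 | Controls: no-enzyme wells high, enzyme-with-substrate wells low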
SUMO1-SIM PPI: modulators of SUMO1 protein-protein interactions, primary screen, biochemical, uHTS; SUMO1 binding to a labelled peptide, TR-FRET, 1 h; hit rate 0.33% among 360,000; Small ubiquitin-related modifier 1 (Homo sapiens), P63165; inhibition, % at 20 µM; AID 602429, 2012; in the data active = inhibition above about 37%
Target sequence (P63165 whole entry, looked up): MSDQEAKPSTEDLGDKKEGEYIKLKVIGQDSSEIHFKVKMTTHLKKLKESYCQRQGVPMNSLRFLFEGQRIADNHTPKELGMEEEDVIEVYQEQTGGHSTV
PABP1 MLLE inh: inhibitors of PABP1 MLLE–PAM2 peptide binding, primary screen, biochemical, fluorescence polarization, FITC-PAM2, GST-MLLE; inhibition, % at 20 µM; hit rate 0.36% among 360,000; Polyadenylate-binding protein 1 (Homo sapiens), P11940; AID 588489, 2011; in the data active = inhibition above about 35%, passing the limit was not always enough;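 also: plate controls were DMSO wells with GST-MLLE for no effect and wells lacking GST-MLLE protein for full effect; some results filed as inactive read as strong as hits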
Scp1 inh: Scp-1 phosphatase inhibitors, primary screen, biochemical, colorimetric, uHTS; hit rate 0.88% among 340,000; Recombinant Scp1, phosphopeptide, malachite green phosphate absorbance; inhibition, % at 20 µM; Carboxy-terminal domain RNA polymerase II polypeptide A small phosphatase 1 (Homo …;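 active = inhibition above about 50% at 20 µM, limit read from the data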;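 also: plate controls were DMSO wells with enzyme for no effect and wells lacking enzyme for full effect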
Target sequence (Q9GZU7 76-261 limits assumed): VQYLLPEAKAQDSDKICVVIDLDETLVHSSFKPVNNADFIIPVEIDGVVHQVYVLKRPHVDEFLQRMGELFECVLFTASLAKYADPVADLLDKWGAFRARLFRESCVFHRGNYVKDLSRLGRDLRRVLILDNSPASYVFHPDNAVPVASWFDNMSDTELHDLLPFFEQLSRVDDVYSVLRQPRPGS
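assay system = SCP-1 phosphatase catalytic domain, residues 76-261 | buffer or medium = 50 mM Tris acetate pH 5.5, 0.005% Tween-20, 10 mM MgCl2 | incubation = enzyme reaction 45 min at room temperature, colour 5 min, stabilisation 30 min | signal = Phosphate-binding colour reagent, absorbance read at 630 nm | measure = % inhibition at 20 µM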
DNMT1 block: human DNMT1 methyltransferase inhibitors, primary screen, biochemical, molecular beacon, fluorescence, HinP1I cleavage, uHTS. hit rate 0.83% among 360,000. inhibition (reported as % activation of signal), % at 10 µM; in the data active = inhibition above about 50%
STEP block: STEP phosphatase inhibitors, primary screen, biochemical, fluorescence intensity, uHTS | Tyrosine-protein phosphatase non-receptor type 5 (Homo sapiens), P54829 | recombinant STEP, OMFP fluorogenic substrate | inhibition, % at 20 µM | hit rate 0.25% among 360,000;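 active = inhibition at 20 µM, scaled per plate between control wells, above about 37%, limit read from the data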;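 also: 0% = DMSO with enzyme and substrate and 100% = substrate only without enzyme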
Target sequence (P54829 whole entry, looked up): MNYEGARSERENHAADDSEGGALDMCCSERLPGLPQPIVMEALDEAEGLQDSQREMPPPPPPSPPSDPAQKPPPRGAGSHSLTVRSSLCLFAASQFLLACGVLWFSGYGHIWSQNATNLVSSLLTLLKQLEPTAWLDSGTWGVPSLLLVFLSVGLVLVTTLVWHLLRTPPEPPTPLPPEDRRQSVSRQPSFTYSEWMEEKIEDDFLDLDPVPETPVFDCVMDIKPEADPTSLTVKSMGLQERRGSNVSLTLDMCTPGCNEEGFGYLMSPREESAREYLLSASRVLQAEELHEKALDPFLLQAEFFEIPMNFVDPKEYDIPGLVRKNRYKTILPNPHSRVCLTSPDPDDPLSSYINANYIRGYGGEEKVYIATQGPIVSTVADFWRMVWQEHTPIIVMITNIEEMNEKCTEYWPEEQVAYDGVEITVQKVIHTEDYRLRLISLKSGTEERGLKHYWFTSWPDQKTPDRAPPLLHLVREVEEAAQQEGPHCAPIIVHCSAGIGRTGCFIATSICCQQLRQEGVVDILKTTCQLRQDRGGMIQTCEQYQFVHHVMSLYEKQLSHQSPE
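Material: STEP (striatal-enriched tyrosine phosphatase) enzyme, cell-free | Medium: 50 mM Bis-Tris pH 6.0 with 2.5 mM DTT and 0.005% Tween 20 | Read-out: Percent inhibition scaled to no-enzyme and uninhibited-enzyme controls, plate-pattern corrected | Signal: Fluorescence read at 480 nm ex / 540 nm em | Times: 20 min reaction, room temperature, in the dark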
An asterisk follows results filed as active; i = inactive; . = no result given.

SMILES	NadD inh	Rpn11 inh	LMPTP inh	Tb MetRS inh	CSN deneddyl inh	SUMO1-SIM PPI	PABP1 MLLE inh	Scp1 inh	DNMT1 block	STEP block
CC(=O)Nc1ccc(S(=O)(=O)Nc2ccn(Cc3ccccc3Cl)n2)cc1	-7	i	-0.4	-0.1	3	1	6	-7	-4	-2
CCCCN(C(=O)Cn1nnc2ccccc21)C(C(=O)NCCOC)c1ccccc1 (stereo not drawn)	-5	i	0.3	-0.5	3	-5	1	-3	2	-1
Cc1cc(Cl)ccc1N=c1ssnc1Cl	28	i	44	-1.1	-3	8	18	-15	-8	13
COc1ccccc1NC(=O)CCC(=O)OCc1ccc(Cl)cc1	-8	i	-0.1	-0.4	7	3	10	-6	-2	-3
O=C(CCc1ccccc1)NC1(Cc2ccccc2)CCN(CCCc2ccccc2)C1=O (stereo not drawn)	-7	i	-0.1	0.3	-5	7	0	-2	0	-1
Cc1cc(/C=C2\SC(N)=NC2=O)c(C)n1-c1ccc(F)cc1	15	i	0.6	-0.3	-3	-8	-29	11	-5	0
O=C(O)C(NC(=O)c1ccccc1)=C(Cl)Cl	-6	i	-1.4	-0.9	3	0	-12	-7	2	2
COc1ccc(C(=O)N2CCC3(CC2)NCCc2[nH]cnc23)cc1	1	i	-1.3	-0.8	-1	-3	4	9	2	5
O=C(NCCOc1ccccc1)c1ccccc1Cl	-1	i	-1.3	-0.9	-9	-2	-12	9	2	-3
O=C(COC(=O)C1(c2ccc(F)cc2)CCCC1)NCc1ccco1	-4	i	1.6	0.1	-3	0	-3	1	14	3
Cc1c(CN2CCc3c([nH]c4ccccc34)C2C2CCCCC2)cnn1C (stereo not drawn)	0	i	0.2	-0.4	2	-6	-11	3	-1	0
C=CCOc1cccc(C2C(C(=O)c3ccco3)=C(O)C(=O)N2Cc2cccnc2)c1 (stereo not drawn)	10	i	0.0	-0.3	2	-16	-15	0	-1	0
O=C(CCc1nnc2n(CCc3ccccc3)c(=O)c3ccccc3n12)NCCCN1CCCCC1	-12	i	0.4	-0.3	-4	2	-7	-2	0	1
CCN(CC)C(=O)CN1C(=O)C2(OCC(C)(c3ccccc3)CO2)c2ccccc21 (stereo not drawn)	-4	i	-1.6	-1.7	-3	-2	-2	-18	-5	-2
COc1cc(OC)nc(N/N=C(\c2ccccc2)c2ccncc2)n1	-2	i	0.0	0.8	4	-1	4	-9	-3	-4
CC1CCCN(CCCNC(=O)C2CCCN(c3ncnc4c3nc3n4CCCCC3)C2)C1 (stereo not drawn)	-2	i	-3.9	-0.4	4	-10	11	-6	0	0
Cc1ccc(NC2CCCN(C(=O)c3cccnc3)C2)cc1C (stereo not drawn)	0	i	-1.1	0.0	-1	-3	6	-7	-1	1
C#CCOCCOCCOCCNc1nc(N2CCN(C(=O)Cn3cc(CC(C)O)nn3)CC2)nc(N2CCN(C(=O)[C@H]([C@@H](C)O)n3cc(CCCCN)nn3)CC2)n1 (stereo partly drawn)	1	i	-3.3	-0.2	3	0	-4	-2	7	0
CCNC(=S)NC1CC2CCC(C1)N2Cc1ccccc1 (stereo not drawn)	-2	i	-1.3	-1.1	1	2	3	-2	6	8
Cc1ccc(N2CCN(C(=O)c3cc(C(=O)c4ccccc4C)c[nH]3)CC2)c(C)c1	8	i	4.7	-0.5	0	-5	2	-3	-10	3
COc1cc(C2c3cc4c(cc3C(O)C3COC(=O)C23)OCO4)cc(OC)c1OC (stereo not drawn)	0	i	-1.0	-0.3	-3	7	9	-3	0	-1
CCn1nc(C)c(CNC(=O)C2CCC(=O)N(CCc3ccc(Cl)cc3)C2)c1C (stereo not drawn)	5	i	-0.7	-0.4	0	-2	-2	11	0	-2
CCOC(=O)c1ccc(NC(=O)Cn2ccc([N+](=O)[O-])n2)cc1	-4	i	0.1	0.2	1	-10	10	0	-2	-1
N#C/C(=C\c1cccs1)Sc1nc2ccccc2s1	-6	i	3.0	-0.7	0	-12	-5	-4	-10	5
COc1ccc(CN2CCN(C(=O)c3cccc4ccccc34)CC2)cc1OC	6	i	-0.8	-0.8	5	-6	-6	-2	0	0

Not a retest: entries from further up.
SMILES	NadD inh	Rpn11 inh	LMPTP inh	Tb MetRS inh	CSN deneddyl inh	SUMO1-SIM PPI	PABP1 MLLE inh	Scp1 inh	DNMT1 block	STEP block
Cc1ccc(NC2CCCN(C(=O)c3cccnc3)C2)cc1C (stereo not drawn)	0	i	-1.1	0.0	-1	-3	6	-7	-1	1
C#CCOCCOCCOCCNc1nc(N2CCN(C(=O)Cn3cc(CC(C)O)nn3)CC2)nc(N2CCN(C(=O)[C@H]([C@@H](C)O)n3cc(CCCCN)nn3)CC2)n1 (stereo partly drawn)	1	i	-3.3	-0.2	3	0	-4	-2	7	0
CCNC(=S)NC1CC2CCC(C1)N2Cc1ccccc1 (stereo not drawn)	-2	i	-1.3	-1.1	1	2	3	-2	6	8
Cc1ccc(N2CCN(C(=O)c3cc(C(=O)c4ccccc4C)c[nH]3)CC2)c(C)c1	8	i	4.7	-0.5	0	-5	2	-3	-10	3
COc1cc(C2c3cc4c(cc3C(O)C3COC(=O)C23)OCO4)cc(OC)c1OC (stereo not drawn)	0	i	-1.0	-0.3	-3	7	9	-3	0	-1
CCn1nc(C)c(CNC(=O)C2CCC(=O)N(CCc3ccc(Cl)cc3)C2)c1C (stereo not drawn)	5	i	-0.7	-0.4	0	-2	-2	11	0	-2
CCOC(=O)c1ccc(NC(=O)Cn2ccc([N+](=O)[O-])n2)cc1	-4	i	0.1	0.2	1	-10	10	0	-2	-1
N#C/C(=C\c1cccs1)Sc1nc2ccccc2s1	-6	i	3.0	-0.7	0	-12	-5	-4	-10	5
COc1ccc(CN2CCN(C(=O)c3cccc4ccccc34)CC2)cc1OC	6	i	-0.8	-0.8	5	-6	-6	-2	0	0

New compounds follow
SMILES	NadD inh	Rpn11 inh	LMPTP inh	Tb MetRS inh	CSN deneddyl inh	SUMO1-SIM PPI	PABP1 MLLE inh	Scp1 inh	DNMT1 block	STEP block
CCOc1ccc(N(C)C(=O)CCc2nnc3ccc(N4CCC5(CC4)OCCO5)nn23)cc1	-2	i	-0.9	-1.0	7	3	0	14	2	-5
COc1ccc(S(=O)(=O)N2CCCCC2C(=O)O)cc1OC (stereo not drawn)	-2	i	-1.1	-0.2	-7	1	8	-10	4	0
CCc1nc(N2CCN(C(=O)c3ccco3)CC2)c2oc3ccccc3c2n1	3	i	1.7	0.9	1	7	-4	1	8	1
O=C(NO)c1cc(OCC(F)(F)F)ccc1OCC(F)(F)F	-1	i	-2.4	-1.1	25	3	-3	-2	1	-2
COc1ccc(Cl)cc1C(=O)NNC(=O)c1ccncc1	8	i	-2.0	-0.4	1	-1	9	2	-4	3
Cn1c(SCC(=O)NC(=O)c2cccc([N+](=O)[O-])c2)nnc1-c1ccc(F)cc1	-4	i	-1.0	0.1	-11	-8	-13	-4	5	-3
CC1CC(C)CN(S(=O)(=O)c2ccc(C(=O)N3CCN(c4ccccc4)CC3)cc2)C1 (stereo not drawn)	1	i	2.2	-0.3	2	5	-7	4	-2	0
O=C(CSc1nccc(=O)[nH]1)Nc1ccc2c(c1)OCCO2	0	i	-0.2	-0.3	5	2	37	6	4	1
COc1ccc(CNC(=O)C(NC(C)=O)C(=O)Nc2ccc(C(C)C)cc2)cc1 (stereo not drawn)	-1	i	-0.2	-1.3	-3	0	-8	19	3	-1
CCOc1ccc(C(C)NC(=O)c2cccnc2OCC)cc1OCC (stereo not drawn)	2	i	0.3	-0.1	1	-9	3	-9	2	-1
CC(C)(C)CN1CCNC[C@H]1Cc1cccc2ccccc12	-2	i	-2.5	-0.2	-1	-22	2	3	7	2
Cc1cccc(NC(=S)NCCc2ccccc2)c1C	-6	i	0.0	0.3	5	2	-11	-7	3	3
Cc1ccc2nc(NC(=O)C3CCN(S(=O)(=O)c4cnc[nH]4)CC3)sc2c1	-3	i	-1.1	-1.0	-3	2	11	3	6	-1
Cc1ccc(CNC(=O)CCN2C(=O)[C@@H]3Cc4ccccc4CN3C2=O)cc1	-1	i	0.8	0.1	0	2	-8	-7	3	-2
CC(=O)c1cc(CN2CCC(C(=O)Nc3cccc(-c4cscn4)c3)CC2)cs1	4	i	1.4	-0.3	2	-2	5	-2	-1	-1
CC(NC(=O)c1ccc([N+](=O)[O-])cc1Cl)C1CC2CCC1C2 (stereo not drawn)	4	i	0.3	0.0	-2	-32	-22	-5	1	1
N#Cc1ccc(OCC(=O)NCCCN2CCCC2=O)cc1	-5	i	-0.4	0.2	-2	-2	5	.	0	0
O=C(CN(c1ccc(F)cc1)S(=O)(=O)c1ccccc1)NCc1ccco1	-1	i	0.0	-0.9	1	-4	-5	-3	0	1
CCOc1ccc(NC(=S)N(CCc2c(C)[nH]c3ccccc23)Cc2ccco2)cc1	6	i	2.3	-0.4	2	-9	-74	0	-22	0
COc1ccc(-c2nnc(-c3cc4c(ccc5ccccc54)oc3=O)o2)cc1	2	i	2.3	0.4	1	-3	-2	-11	2	-1
CCOc1ccc(-n2c(SCC(N)=O)nc3c(c2=O)SCC3)cc1	4	i	-1.1	0.1	-2	-21	-4	-12	3	-2
CCCCS(=O)(=O)C(=C1Nc2ccccc2N1)S(=O)(=O)CCCC	-4	i	-0.4	-0.4	2	3	8	1	0	1
